# Screening results (PubChem)
# KCNQ1 act = potentiates or activates the human KCNQ1 potassium channel; P51787; CHO-K1 KCNQ1, thallium flux FluxOR fluorescence; active compounds read high; B-score at 10 µM; hit rate 0.35% among 310,000; AID 2648;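 active = fluorescence ratio B-score, a plate-corrected score, at least three library SD, with initial intensity B-score within 5 SD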
#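 Assay system: stable KCNQ1 CHO-K1 line; medium: assay buffer, equal DMSO in all wells; timing: 90 min dye loading and 20 min compound exposure, both at room temperature; technique: kinetic FluxOR thallium fluorescence, 10-s 1-Hz baseline, 110-s post-stimulus read; read-out basis: B score of baseline-normalized fluorescence ratio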
# hERG rescue = shields human hERG channel from block by proarrhythmic agents; Q12809; CHO-hERG, FluxOR thallium flux, dofetilide IC70 present; activation (rescue from dofetilide block), less the hit threshold, % at 10 µM; hit rate 0.51% among 310,000;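 active = activation above the mean of controls blocked by dofetilide plus 5 SD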;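 also: thallium influx through hERG after potassium depolarization seen as dye fluorescence rise; in these data hits start at about 4.7%; inactives centre near -7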
# KCNK3 inh = human KCNK3 channel inhibition, primary screen | CHO-KCNK3 thallium flux, FluxOR fluorescence; active compounds read low | B-score at 10 µM | hit rate 0.84% among 340,000;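 active = B-score under library mean minus 4 SD, starting fluorescence ratio at most library mean plus 5 SD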;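 also: more negative B-score means stronger inhibition of thallium flux through KCNK3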
# HDAC3 inhib = inhibitors of human histone deacetylase 3. recombinant HDAC3, fluorogenic peptide/trypsin coupled, fluorescence. inhibition, % at 8.3 µM. hit rate 0.15% among 320,000. AID 2718; in the data active = inhibition above about 26%, passing the limit was not always enough
# GSK3 alpha inh = blocks human GSK-3 alpha kinase; P49840; ADP-Glo luminescence, 60 min; inhibition, % at 10 µM; hit rate 0.1% among 320,000; AID 2650;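 in the data active = inhibition above about 50%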;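 also: GST-tagged GSK-3 alpha with peptide substrate and 25 µM ATP; 0% = DMSO neutral wells and 100% = GW8510 positive control wells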
# Target sequence (P49840 whole entry, looked up): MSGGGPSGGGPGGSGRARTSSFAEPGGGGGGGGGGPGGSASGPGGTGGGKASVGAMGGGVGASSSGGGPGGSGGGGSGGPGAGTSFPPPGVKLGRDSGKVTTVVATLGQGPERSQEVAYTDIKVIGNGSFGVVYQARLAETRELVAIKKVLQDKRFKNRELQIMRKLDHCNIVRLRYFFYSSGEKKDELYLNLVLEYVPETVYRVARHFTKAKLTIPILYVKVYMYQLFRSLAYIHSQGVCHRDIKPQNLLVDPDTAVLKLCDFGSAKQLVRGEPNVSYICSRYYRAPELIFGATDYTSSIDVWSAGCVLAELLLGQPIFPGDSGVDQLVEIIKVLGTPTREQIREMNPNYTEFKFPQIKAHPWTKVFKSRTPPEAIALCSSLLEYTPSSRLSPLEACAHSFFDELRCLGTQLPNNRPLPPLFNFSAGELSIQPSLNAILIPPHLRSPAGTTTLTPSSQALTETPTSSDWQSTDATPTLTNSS
# GSK3beta inhib = human GSK3beta kinase inhibition; activity score (negative = inhibition), % at 10 µM; GST-GSK3beta kinase, ADP-Glo luminescence, 60 min; active compounds read low; P49841; hit rate 0.038% among 300,000;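 active = more than half of replicate wells score below -50%, meaning over 50% inhibition versus plate controls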;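 also: 0% = median DMSO wells and -100% = median GW8510 positive control wells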
#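 Test system – GST-tagged human GSK3beta kinase, cell-free · Incubation – 60 min enzyme reaction, room temperature · Signal – ADP-Glo luminescence · Also added – peptide substrate and ATP at 25 µM · Controls – DMSO neutral wells and GW8510 at 20 µM as positive · Buffer or medium – Tris/MgCl2 kinase buffer · Measure – Luminescence-derived activity versus plate DMSO and GW8510 wells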
# KCNK9 block = human KCNK9 channel inhibition. HEK293 KCNK9, FluxOR thallium flux fluorescence; active compounds read low. B-score at 10 µM. hit rate 1.2% among 310,000;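 active = ratio B-score over 3 SD below the library mean, with starting fluorescence within 5 SD of its mean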;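 also: negative B-score means less thallium flux so channel inhibition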
# Target sequence (Q9NPC2 whole entry, looked up): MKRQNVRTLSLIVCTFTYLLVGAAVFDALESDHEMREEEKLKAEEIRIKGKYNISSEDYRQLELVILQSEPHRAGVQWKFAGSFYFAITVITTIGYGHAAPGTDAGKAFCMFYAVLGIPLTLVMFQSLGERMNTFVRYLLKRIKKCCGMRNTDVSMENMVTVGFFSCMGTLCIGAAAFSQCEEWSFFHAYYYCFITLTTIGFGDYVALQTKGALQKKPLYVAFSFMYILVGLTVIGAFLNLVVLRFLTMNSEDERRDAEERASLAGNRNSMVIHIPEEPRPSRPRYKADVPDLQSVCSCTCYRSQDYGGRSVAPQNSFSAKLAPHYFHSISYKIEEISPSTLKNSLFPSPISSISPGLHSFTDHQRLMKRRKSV
# KCNQ1 inh = inhibitors of human KCNQ1 potassium channel | hit rate 1.3% among 310,000 | P51787 | B-score at 10 µM | AID 2642 | CHO-K1 KCNQ1, FluxOR thallium flux fluorescence; active compounds read high;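 active = compounds whose thallium flux B-score, printed positive for inhibition, exceeds three library SD while starting fluorescence stays within three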;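 also: channel opened by potassium depolarization with thallium stimulus after 20 min compound exposure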
# DYRK1A inh = blocks rat Dyrk1A kinase activity; Q63470; ADP-Glo luminescence, NFATc1 peptide; inhibition, % at 12.5 µM; hit rate 0.43% among 310,000; AID 504441; in the data active = inhibition above about 50%;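 also: plate controls were vehicle with enzyme for no effect and no enzyme for full effect; many of its hits are not listed in these tables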
# PolyA inh = blocks polyadenylation in yeast reporter cells; hit rate 0.02% among 300,000; AID 1875; S. cerevisiae SKY197-pL101 polyadenylation reporter, beta-gal luminescence; efflux-impaired pdr1/pdr3 knockout yeast; score 100 = 6 SD above DMSO; calls only at 12 µM;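 active = lowest replicate activity score at least 50, where 100 means six control SD above control mean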;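 also: yeast exposed to compound for 9 h at 30 °C; higher score means more reporter readthrough which indicates perturbed polyadenylation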
# RGS4 pot = potentiators or activators of RGS4 | HEK293 M3R/inducible RGS4, carbachol calcium flux Fluo4; active compounds read low | B-score at 10 µM | hit rate 0.92% among 310,000;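 active = B-score of the integrated calcium signal more than 4 SD below the library mean, with starting fluorescence not abnormally high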;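 also: negative B-score means reduced calcium response which marks RGS4 activation or potentiation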
#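 Test system: HEK293 cells with stable M3R and inducible RGS4; also added: carbachol at ECmax as muscarinic agonist stimulus; schedule: dye loading 30 min 37 °C, buffer rest 30 min RT; technique: kinetic calcium fluorescence imaging with Fluo4-AM dye, 2 µM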
# An asterisk follows results filed as active; i = inactive; · = no result given; & = joins results of further samples. These rows are one share of the data, so the mix of outcomes need not match the whole.
SMILES,KCNQ1 act,hERG rescue,KCNK3 inh,HDAC3 inhib,GSK3 alpha inh,GSK3beta inhib,KCNK9 block,KCNQ1 inh,DYRK1A inh,PolyA inh,RGS4 pot
CCCCCn1c(CCNC(=O)c2cccs2)nc2ccccc21,i,-11,i,2,0,2,i,i,5,i,i
O=C(Nc1cc2c3c(c1)CC(=O)N3CCC2)c1ccco1,i,-12,i,3,-7,2,i,i,4,i,i
COCCCNC(=O)c1cn(C)c(=O)c2c1c1ccccc1n2C,i,-3,i,-12,-4,5,i,i,-5,i,i
COc1ccc(Cl)cc1S(=O)(=O)NC(C)C(=O)NCc1ccccn1 (centres undefined),i,-7,i,-3,-1,1,i,i,0,i,i
COc1ccc(N(Cc2cc(=O)[nH]c3ccccc23)C(=O)CCl)cc1,i,-8,i,0,0,-1,i,i,0,·,i
COc1cccc(C(=O)Nc2ccccc2C(=O)NCC2CCCO2)c1 (centres undefined),i,-12,i,-11,-1,0,i,i,8,i,i
O=C(CN1C(=O)S/C(=C\c2ccc(Cl)cc2)C1=O)NC1C=CS(=O)(=O)C1 (centres undefined),i,-8,i,-11,-3,4,i,i,-5,i,i
O=C(c1cnccn1)N(Cc1cccs1)C1(C(=O)NC2CCCCC2)CCCCC1,i,-16,i,3,0,3,i,i,-1,i,i
CCNc1nc(NC(C)C)nc(N(C#N)C(C)C(=O)N(CC)CC)n1 (centres undefined),i,-10,i,-10,0,2,i,i,·,i,i
Nn1c(SCC(=O)Nc2ccccc2C(F)(F)F)nncc1=O,i,-9,i,-13,-1,-1,i,i,-8,i,i
Cc1c(C(=O)NC(=S)Nc2ccccc2N2CCCC2)cccc1[N+](=O)[O-],i,3,i,2,0,1,i,i,0,i,i
CCOCCCN1CN(S(=O)(=O)c2ccc(Cl)cc2)c2nc3ccccc3nc21,i,-5,i,0,0,2,i,i,5,i,i
CC1(C)Cc2cccc(OCC(=O)Nc3ccc(S(N)(=O)=O)cc3)c2O1,i,-11,i,2,-3,-3,i,i,7,i,i
O=C(NCc1ccccc1)C(c1cccs1)N(Cc1cccs1)C(=O)c1cnccn1 (centres undefined),i,-33,i,9,-3,-6,i,i,5,i,i
Cc1sc2nc(SCC(=O)N(CCO)CCO)n(C3CCCCC3)c(=O)c2c1C,i,-1,i,-7,5,-11,i,i,0,i,i
CCCN(Cc1cc2cc(C)ccc2[nH]c1=O)C(=O)c1cccc(OC)c1,i,-8,i,2,-1,0,i,i,-14,i,i
CCOC(=O)C1CCCN(Cc2nc(CC3CC3)no2)C1 (centres undefined),i,-11,i,-4,-4,3,i,i,9,i,i
CCCN(CCC)C(=O)Cc1coc2ccc3ccccc3c12,i,-4,i,7,-2,2,i,i,-3,i,i
O=C(c1cc(-c2ccco2)nc2ccccc12)N(Cc1nnc(-c2ccc(Cl)cc2)o1)C1CC1,i,-13,i,-2,0,-1,i,i,0,i,i
COc1cccc(CN2CCCC(C(=O)Nc3ccc(-c4cscn4)cc3)C2)c1 (centres undefined),i,-6,i,-2,1,2,i,i,-2,i,-9.9*
Cc1ccc(NC(=O)CCN2CCN(C/C=C/c3ccccc3)CC2)cc1C,i,-16,i,·,·,1,i,i,10,i,i
COc1ccc(Cc2nnc(-c3ccccc3)o2)cc1,i,-11,i,1,-4,-1,i,i,1,i,i
COC(=O)c1c(NC(=S)NN2CCN(C)CC2)sc2c1CCC(C)C2 (centres undefined),i,-20,i,18,3,2,i,i,3,i,i
CCN1CCN(Cc2ccc(NC(=O)c3cc(NC(=O)N4CCNC4=O)cc(OC)c3)cc2C(F)(F)F)CC1,i,-12,i,3,0,1,i,i,-10,·,i
O=C(Nc1cc(C(F)(F)F)ccc1N1CCOCC1)c1ccc(F)cc1,i,-4,i,4,1,-2,i,i,0,i,i
COc1ccc(NC2=CC(=O)N(C)C2=O)cc1,i,-12,i,4,-3,-2,i,i,-3,i,i
COc1ccccc1C/C(N)=N/OC(=O)COc1cccc(C)c1,i,-9,i,4,-2,1,i,i,11,i,i
CCN(CC)Cc1cc(C(C)=O)ccc1O,i,-8,i,3,0,-1,i,i,-1,i,i
O=C1OCCC1Sc1nnc(-c2ccccc2)o1 (centres undefined),i,-4,i,-3,-3,4,i,i,-1,i,i
COc1cc(/C=N/N=C2/SCC(=O)N2c2ccc(O)cc2)ccc1O,i,-9,i,9,-12,-4,i,i,0,i,i
CCCNC(=O)NC(=O)c1cnccc1C(F)(F)F,i,-10,i,2,2,4,i,i,6,i,i
CC(C)C(NS(=O)(=O)c1ccccc1)C(=O)N1CCCCCC1 (centres undefined),i,-4,i,-1,0,1,i,i,12,i,i
CC(=O)N1c2ccc(S(=O)(=O)NCCc3ccc(S(N)(=O)=O)cc3)cc2CC1C (centres undefined),i,-5,i,0,1,0,i,i,-4,i,i
COc1ccc(NC(=O)CSc2nnc(Cc3ccc(C)cc3)c(=O)n2N)cc1,i,-4,i,-2,-2,-2,i,i,1,i,i
Cc1ccc(C(O)(C(=O)NNc2ccc3ccccc3n2)c2ccc(C)cc2)cc1,i,-2&-6,i,8&3,-3&1,0&0,i,i,3&-1,i,i
Cc1ccc(-c2nc(CS(=O)CC(=O)NCCCc3ccccc3)c(C)o2)cc1 (centres undefined),i,-8,i,1,-4,4,i,i,·,i,i
O=C(Nn1cnnc1)c1ccc(OC(F)(F)C(F)C(F)(F)F)cc1 (centres undefined),i,-6,i,-2,-3,-3,i,i,0,i,i
CCOc1ccc(C2CC(c3ccc(CC)cc3)n3nc(N)nc3N2)cc1 (centres undefined),i,-4,i,1,·,-4,i,i,11,i,i
Cc1ccc(NC2=NC(=S)N(CC#N)C23CCCCC3)cc1,i,-2,i,6,0,12,i,i,-3,i,i
COC(=O)/C=C/COc1ccccc1[N+](=O)[O-],i,0,i,-13,-5,-1,i,i,-6,i,i
CCOC(=O)Cn1c(=O)c2c(nc(Br)n2CC(=O)OCC)n(C)c1=O,i,-5,i,-4,-1,1,i,i,4,i,i
COc1cccc(C(=O)Nc2ccc(NC(=O)C3CC3)nc2)c1,i,-4,i,-2,-2,2,i,i,6,i,i
O=C(NN1C(=O)C2C3C=CC(C4CC34)C2C1=O)c1ccccc1Cl (centres undefined),i,-9,i,3,-3,1,i,i,16,i,i
Cc1ccccc1N(CC(=O)NCCc1ccccc1)C(=O)c1csnn1,i,-5,i,3,-1,1,i,i,-8,i,i
CCc1ccc(NC(=O)N[C@H](C(=O)O)C(C)CC)cc1 (some centres undefined),i,-13,i,5,-2,1,i,i,7,i,i
O=C(CCc1nnc(Cc2cccc(C(F)(F)F)c2)o1)NCCc1ccccc1F,i,-6,i,-2,-1,-1,i,i,6,i,i
COc1ccc(C)cc1S(=O)(=O)NCCC1=CCCCC1,i,-10,i,3,1,0,i,i,3,i,i
O=C(NC1CCCCC1)c1cc([N+](=O)[O-])[nH]n1,i,-5,i,8,1,-1,i,i,-1,i,i

# A second format for some results above:
Molecule	KCNQ1 act	hERG rescue	KCNK3 inh	HDAC3 inhib	GSK3 alpha inh	GSK3beta inhib	KCNK9 block	KCNQ1 inh	DYRK1A inh	PolyA inh	RGS4 pot
CC(=O)N1c2ccc(S(=O)(=O)NCCc3ccc(S(N)(=O)=O)cc3)cc2CC1C (centres undefined)	i	-5	i	0	1	0	i	i	-4	i	i
COc1ccc(NC(=O)CSc2nnc(Cc3ccc(C)cc3)c(=O)n2N)cc1	i	-4	i	-2	-2	-2	i	i	1	i	i
Cc1ccc(C(O)(C(=O)NNc2ccc3ccccc3n2)c2ccc(C)cc2)cc1	i	-2&-6	i	8&3	-3&1	0&0	i	i	3&-1	i	i
Cc1ccc(-c2nc(CS(=O)CC(=O)NCCCc3ccccc3)c(C)o2)cc1 (centres undefined)	i	-8	i	1	-4	4	i	i	·	i	i
O=C(Nn1cnnc1)c1ccc(OC(F)(F)C(F)C(F)(F)F)cc1 (centres undefined)	i	-6	i	-2	-3	-3	i	i	0	i	i
CCOc1ccc(C2CC(c3ccc(CC)cc3)n3nc(N)nc3N2)cc1 (centres undefined)	i	-4	i	1	·	-4	i	i	11	i	i
Cc1ccc(NC2=NC(=S)N(CC#N)C23CCCCC3)cc1	i	-2	i	6	0	12	i	i	-3	i	i
COC(=O)/C=C/COc1ccccc1[N+](=O)[O-]	i	0	i	-13	-5	-1	i	i	-6	i	i
CCOC(=O)Cn1c(=O)c2c(nc(Br)n2CC(=O)OCC)n(C)c1=O	i	-5	i	-4	-1	1	i	i	4	i	i
COc1cccc(C(=O)Nc2ccc(NC(=O)C3CC3)nc2)c1	i	-4	i	-2	-2	2	i	i	6	i	i
O=C(NN1C(=O)C2C3C=CC(C4CC34)C2C1=O)c1ccccc1Cl (centres undefined)	i	-9	i	3	-3	1	i	i	16	i	i
Cc1ccccc1N(CC(=O)NCCc1ccccc1)C(=O)c1csnn1	i	-5	i	3	-1	1	i	i	-8	i	i
CCc1ccc(NC(=O)N[C@H](C(=O)O)C(C)CC)cc1 (some centres undefined)	i	-13	i	5	-2	1	i	i	7	i	i
O=C(CCc1nnc(Cc2cccc(C(F)(F)F)c2)o1)NCCc1ccccc1F	i	-6	i	-2	-1	-1	i	i	6	i	i
